# STK33 inh: blocks human STK33 kinase activity; purified STK33, MBP phosphorylation, ADP-Glo luminescence; inhibition, % at 10 µM; Q9BYT3; 320,000 tested, 0.073% active;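 active = inhibition at or above 25%, using the most active replicate where run in duplicate; inactive = inhibition below 25%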
# Target sequence (Q9BYT3 whole entry, looked up): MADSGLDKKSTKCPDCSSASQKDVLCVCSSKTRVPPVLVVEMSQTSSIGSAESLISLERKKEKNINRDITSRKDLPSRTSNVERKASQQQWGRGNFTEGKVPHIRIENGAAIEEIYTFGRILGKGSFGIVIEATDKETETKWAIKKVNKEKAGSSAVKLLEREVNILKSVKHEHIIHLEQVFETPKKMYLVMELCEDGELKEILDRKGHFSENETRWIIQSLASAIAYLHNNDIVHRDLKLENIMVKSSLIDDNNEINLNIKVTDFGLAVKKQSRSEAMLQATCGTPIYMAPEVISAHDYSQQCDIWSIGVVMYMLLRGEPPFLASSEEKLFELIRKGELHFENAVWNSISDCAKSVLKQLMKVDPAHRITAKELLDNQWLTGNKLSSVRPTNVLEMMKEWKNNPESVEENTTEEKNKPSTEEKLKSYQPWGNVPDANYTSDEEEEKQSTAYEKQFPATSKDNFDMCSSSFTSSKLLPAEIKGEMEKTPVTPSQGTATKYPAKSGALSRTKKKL
# Kir21 inh: inhibitors of mouse Kir2.1 inward-rectifier potassium channel; P35561; HEK293-Kir2.1, FluxOR thallium flux fluorescence; active compounds read low; B-score at 10 µM; 310,000 tested, 0.85% active; AID 1672;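 active = fluorescence ratio B-score at or below minus 3 SD of library scores, with starting-brightness B-score within 2 SD, cut at about -4.2 in these data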;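 note: channel flux triggered by added potassium and thallium sulfate stimulus; B-score of peak minus minimum fluorescence over baseline after thallium stimulus; more negative B-score means stronger Kir2.1 block with less thallium influx; some compounds called inactive have numbers as strong as hits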
# The depositor's hits bear a star; x = not tested or not shown.
1	CCc1c(C)nc(SC(C(=O)O)c2ccccc2)c(C#N)c1C (stereo not given)
2	COc1ccc(N(C(=O)c2ccco2)C(C(=O)NC2CCCC2)c2cc(OC)c(OC)c(OC)c2)cc1 (stereo not given)
3	O=C(c1ccc(S(=O)(=O)N2CCCCCC2)cc1)N1CCN(c2ccccc2)CC1
4	CC1C(=O)N2CCCc3cc(S(=O)(=O)Nc4ccccc4F)cc1c32 (stereo not given)
5	CCOc1ccc(OCC)c(NC(=O)CCn2c(=O)oc3ccccc32)c1
6	c1ccc2[nH]c(-c3cscn3)nc2c1
7	Cc1cccc([C@@H]2[C@@H]3C(=O)N(Cc4ccccc4)C(=O)[C@@H]3[C@]3(C)C(=O)N(c4cccc(Cl)c4)C(=O)N23)c1
8	CCOc1ccc(CCNC(=O)c2cc(C)nc3ccccc23)cc1OCC

Screen / compound no. | 1 | 2 | 3 | 4 | 5 | 6 | 7 | 8
STK33 inh | -1.7 | -0.9 | -0.4 | 1.0 | -1.2 | 0.1 | 0.4 | -0.1
Kir21 inh | -0.02 | 0 | 0.45 | -1.9 | 0.35 | -0.24 | 0.37 | -0.66

9	COc1ccc(C(=O)NCCN2CCCC2)cc1[N+](=O)[O-]
10	COc1ccc(NC(=O)CSCC(=O)NCc2cccc(C(F)(F)F)c2)cc1
11	CC1(C)CC(=O)C(N=Nc2cc(Cl)c(Cl)c(Cl)c2)=C(O)C1
12	CNC(=S)NNC(=O)Cc1ccc(OC)c(OC)c1
13	COc1cccc(NC2=CC(=O)CC(C)(C)C2)c1
14	Cc1ccc2c(c1)N(Cc1cccc(C#N)c1)C=NS2(=O)=O
15	Cc1cc(-c2csc(N)n2)c(C)n1-c1ccc(Cl)c(Cl)c1
16	Cc1nnc(SCC(=O)N/N=C/c2ccc(-c3ccc(C)c(Cl)c3)o2)s1

Screen / compound no. | 9 | 10 | 11 | 12 | 13 | 14 | 15 | 16
STK33 inh | 0.1 | 1.4 | -1.6 | -1.8 | -1.5 | -0.5 | x | -0.2
Kir21 inh | 1.6 | x | 1.8 | 0.17 | 1.6 | -0.4 | 0.06 | 0.03

17	COc1ccc(C(=O)N2CCN(C(C)=O)CC2)cc1S(=O)(=O)NCc1ccc(Cl)cc1
18	CCc1ccccc1NC(=O)C1CCCN(S(=O)(=O)c2c(C)noc2C)C1 (stereo not given)
19	O=C(NCc1ccco1)/C(=C/c1ccc(Cl)cc1)NC(=O)c1ccco1
20	COc1ccc(CNC(=O)C2CCC(=O)N2C(C)C)c(OC)c1 (stereo not given)
21	NC(=O)Nc1cc(Cl)ccc1Cl
22	Cc1ccc(S(=O)(=O)N/N=C/c2ccc(C(=O)O)cc2)cc1
23	CN1C(=O)CSc2ccc(NC(=O)NCc3cccnc3)cc21
24	Cc1cc(=O)oc2cc(OCC(=O)N3CCN(C(=O)C4COc5ccccc5O4)CC3)c(Cl)cc12 (stereo not given)

Screen / compound no. | 17 | 18 | 19 | 20 | 21 | 22 | 23 | 24
STK33 inh | -0.7 | -1.5 | 0.0 | 0.2 | 0.6 | -0.1 | -1.1 | -1.8
Kir21 inh | -1.8 | -0.59 | 1.3 | -0.6 | 1.1 | 0 | 0.18 | -0.04

25	Cc1ccc(OCC(O)CN2CCOCC2)c(C)c1 (stereo not given)
26	Cc1occc1C(=O)Nc1cccc(C(F)(F)F)c1
27	COc1ccc(C2N(c3cc(Cl)ccc3OC)C(=O)C3CCCN32)cc1OC (stereo not given)
28	COC(=O)COc1ccc(-n2cnnn2)cc1
29	O=C(Nc1cccnc1Cl)c1cccc(S(=O)(=O)N2CCOCC2)c1
30	COC(=O)c1[nH]c(C)c(/C(O)=C2\C(=O)C(=O)N(CCN(C)C)C2c2ccccc2OC)c1C (stereo not given)
31	CCn1cc([N+](=O)[O-])c(C(=O)Nc2ccc(Br)cn2)n1
32	CC(=O)c1ccc(NC(=O)C2CCCN(c3ncnc4c3nc3n4CCCCC3)C2)cc1 (stereo not given)

Screen / compound no. | 25 | 26 | 27 | 28 | 29 | 30 | 31 | 32
STK33 inh | 0.3 | -1.5 | -2.2 | -0.5 | x | -0.6 | 2.4 | 0.7
Kir21 inh | 1.4 | 0.03 | -0.14 | 0.53 | -1 | 0.68 | 1.5 | 1.5

33	N#Cc1nc(Cc2ccccc2)oc1N1CCCC1
34	S=C(NCC1CCCO1)N1CCN(c2nc(-c3ccccc3)cs2)CC1 (stereo not given)
35	Cc1ccc(NC(=O)c2ccc(CSc3nnc(-c4ccncc4)n3C)cc2)c(C)c1
36	O=C(NNC(=O)c1sccc1-n1cccc1)c1ccccc1
37	Cc1cccc(NC(=S)N(CCCN2CCOCC2)Cc2ccccn2)c1
38	CCc1c(C)sc(NC(=O)c2cc(-c3ccc(O)cc3)on2)c1C#N
39	Cn1c(CC(=O)Nc2ccccc2F)nnc1SCC(=O)NC1CCCCC1
40	Nc1ccccc1-c1nnc(SCC(=O)Nc2ccccc2OC(F)F)[nH]c1=O

Screen / compound no. | 33 | 34 | 35 | 36 | 37 | 38 | 39 | 40
STK33 inh | 0.2 | -1.7 | -0.9 | -1.2 | -0.2 | 0.7 | -0.7 | -0.8
Kir21 inh | 0.67 | -0.8 | 1.3 | -0.48 | 0.77 | -2.6 | 0.13 | x

41	CC(=O)NC1(C(F)(F)F)NC(=O)N(CC(C)C)C1=O (stereo not given)
42	Cc1cc(SCC(=O)NCC(c2cccs2)N2CCOCC2)c(C)cc1Br (stereo not given)
43	Cc1ccc(S(=O)(=O)NCCC(=O)NCc2ccccn2)cc1
44	CCOc1ncccc1C(=O)OCC(=O)Nc1ccc(C)c(S(=O)(=O)N2CCOCC2)c1
45	CCOC(=O)CSc1nnc(Cn2nnc3ccccc32)n1-c1ccc(F)cc1
46	CC(C(=O)Nc1ccccc1)N(C)CCOc1ccccc1 (stereo not given)
47	Cc1ccc(/C=C(\C#N)C(=O)Nc2ccccn2)o1
48	N=c1ccn(Cc2cccc(F)c2)cc1

Screen / compound no. | 41 | 42 | 43 | 44 | 45 | 46 | 47 | 48
STK33 inh | -0.1 | 1.4 | -3.1 | -0.6 | -0.9 | 0.9 | -2.7 | -1.1
Kir21 inh | -0.49 | -1.1 | -2.1 | 2.4 | -0.14 | -0.56 | -2 | 0.22

# Single records (already shown):
# Cc1ccc(/C=C(\C#N)C(=O)Nc2ccccn2)o1 is entered as STK33 inh = -2.7; Kir21 inh = -2
# N=c1ccn(Cc2cccc(F)c2)cc1 is entered as STK33 inh = -1.1; Kir21 inh = 0.22

# (more compounds)
49	COc1ccccc1Nc1cc(N2CCOCC2)c2nonc2c1[N+](=O)[O-]
50	COc1ccc(C(=O)N2CC3(CC(c4cccc(NC(=O)CC(c5ccccc5)c5ccccc5)c4)=NO3)C[C@H]2C(N)=O)cc1 (stereo not given in full)
51	COc1cc(OC)cc(C(=O)Nc2ccccc2C(=O)NCc2cccnc2)c1
52	Cn1c(C(=O)Nc2ccc3c(c2)OCO3)cc2sccc21
53	COC(=O)CN(c1nc(C)c(Br)c(OC)n1)S(=O)(=O)c1ccc(C)cc1
54	N#C/C(=C\c1cn(CC(=O)N2CCCCC2)c2ccccc12)C(=O)NCc1ccc2c(c1)OCO2
55	O=C(Nc1cccc(S(=O)(=O)Nc2ccccc2Cl)c1)c1ccc(N2CCCC2)c([N+](=O)[O-])c1
56	Cc1nn(C)c2c(=O)c(=O)c2n(C)[nH]1

Screen / compound no. | 49 | 50 | 51 | 52 | 53 | 54 | 55 | 56
STK33 inh | -1.9 | 0.3 | 3.4 | -0.3 | -1.4 | 0.1 | -0.8 | -2.5
Kir21 inh | -1.5 | 1.6 | -0.01 | 1.3 | -0.22 | 0.43 | 0.15 | 0.21

57	Cc1cc(=O)oc2cc(OCC(=O)N3c4ccccc4CC3C)ccc12 (stereo not given)
58	CC(C)COC(=O)n1c(SCC(=O)N(C)C)nc2ccccc21
59	O=C(COc1ccc(Cl)cc1)Nc1cccc(-c2ccc(N3CCOCC3)nn2)c1
60	COc1ccc(C(C(=O)NC(C)C)N(C(=O)CCC(=O)Nc2nccs2)c2ccccc2F)cc1 (stereo not given)
61	C[C@@H](C(=O)Nc1ccc2ccccc2c1)[C@@H]1C[C@@]1(C)[C@@H](NC(=O)c1ccccc1)c1ccccc1
62	CCOc1cc(CNCCN(C)C)c(Cl)cc1OCC(=O)NCCc1ccccc1
63	O=C(CO)C(O)C(O)C(O)CO (stereo not given)
64	CCCCCc1ccc(-c2nnc(N)s2)cc1
65	CC(C)(C)c1nnc(N/N=C/c2ccc(O)cc2)n(N)c1=O
66	CN(C)c1nc(N2CCN(c3ccccc3)CC2)c(C#N)c(=O)o1
67	CCN(C(=O)COC(=O)c1cccnc1SC)c1c(N)n(Cc2ccccc2)c(=O)[nH]c1=O

Screen / compound no. | 57 | 58 | 59 | 60 | 61 | 62 | 63 | 64 | 65 | 66 | 67
STK33 inh | 0.7 | 0.5 | -1.2 | 0.6 | 2.8 | 0.6 | -1.8 | -1.1 | -0.5 | -0.5 | -0.1
Kir21 inh | -0.77 | 0.26 | -0.31 | 1.6 | 1.3 | 0.44 | x | 0.86 | -0.09 | -2.4 | x

# Some of these compounds in order of the Kir21 inh value, ascending:
57	Cc1cc(=O)oc2cc(OCC(=O)N3c4ccccc4CC3C)ccc12 (stereo not given)
59	O=C(COc1ccc(Cl)cc1)Nc1cccc(-c2ccc(N3CCOCC3)nn2)c1
65	CC(C)(C)c1nnc(N/N=C/c2ccc(O)cc2)n(N)c1=O
62	CCOc1cc(CNCCN(C)C)c(Cl)cc1OCC(=O)NCCc1ccccc1
64	CCCCCc1ccc(-c2nnc(N)s2)cc1
61	C[C@@H](C(=O)Nc1ccc2ccccc2c1)[C@@H]1C[C@@]1(C)[C@@H](NC(=O)c1ccccc1)c1ccccc1
60	COc1ccc(C(C(=O)NC(C)C)N(C(=O)CCC(=O)Nc2nccs2)c2ccccc2F)cc1 (stereo not given)

Screen / compound no. | 57 | 59 | 65 | 62 | 64 | 61 | 60
STK33 inh | 0.7 | -1.2 | -0.5 | 0.6 | -1.1 | 2.8 | 0.6
Kir21 inh | -0.77 | -0.31 | -0.09 | 0.44 | 0.86 | 1.3 | 1.6
